Source: PubChem
STAT1 blocker – reduces IFN-gamma driven STAT1 reporter signal; NIH 3T3 STAT1-luciferase reporter, luminescence; inhibition, % at 5.5 µM; actives 0.35% (n = 200,000); AID 920;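 active = inhibition above a set limit, the mean inhibition across all tested compounds plus 3 SD, cut at about 34% in these data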;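 also: 0% = IFN-gamma with DMSO and 100% = IFN-gamma with 300 µM nifuroxazide; values of inactives mirror those of a sister screen read the other way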
STAT3 blocker – reduces IL-6 driven STAT3 reporter signal; U3A cells, IL-6 STAT3-luciferase reporter, luminescence; host cell line lacks STAT1; inhibition, % at 5.5 µM; actives 0.89% (n = 190,000); AID 862;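 active = inhibition above the mean inhibition across all screened compounds plus 3 SD, cut at about 44% in these data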;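 also: 0% = DMSO only wells and 100% = 100 µM nifuroxazide control wells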
STAT1 act – increases IFN-gamma driven STAT1 reporter signal. NIH 3T3 STAT1-luciferase reporter, luminescence; 100% = IFN-gamma alone, no compound. activation (% of control), % at 5.5 µM. actives 2.6% (n = 200,000);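 active = activation above the screen-wide mean activation plus 3 SD, cut at about 130% in these data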;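 also: raw ratio to IFN-gamma control signal so 100% means no change and 0% no light; values of inactives mirror those of a sister screen read the other way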
Hsp70 act – Hsp70 transcriptional activation, primary screen. HeLa Hsp70 promoter luciferase reporter, luminescence; scaled: vehicle 0, proteasome-inhibitor control 100%. activation, % at 10 µM. actives 0.04% (n = 200,000);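 active = activation above the mean across all tested compounds plus 3 SD, cutoff set per campaign, cut at about 5.5% in these data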;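 also: 100% = MG132 at 30 µM as the positive control and 0% = DMSO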
Diaph inh CS – counter-screen for diaphorase-based assays: diaphorase inhibitors and chemical oxidizers; diaphorase resazurin-to-resorufin fluorescence, NADH, 16 min; bacterial (C. kluyveri) enzyme, not human; actives 0.69% (n = 190,000); inhibition, % at 20 µM;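 active = primary screen inhibition at 20 µM above a set limit, cut at about 50% in these data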;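 also: plate controls were DMSO with full reaction for no effect and wells lacking NADH for full effect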
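Assay system: diaphorase enzyme from Clostridium kluyveri. Quantity: enzyme working solution with 0.14 U/mL diaphorase. Schedule: reaction incubation of 16 min at room temperature. Technique: resorufin fluorescence, excitation 544 nm, emission 590 nm. Controls: No-NADH positive control and DMSO neutral control.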
G6PDH CS – counter-screen for G6PDH assay hits: L. mesenteroides G6PDH inhibition; actives 0.12% (n = 200,000); inhibition, % at 5 µM; Purified L. mesenteroides G6PDH, diaphorase/resazurin coupled fluorescence, 45 min; in the data active = inhibition above about 50%
APP transl inh – APP translation inhibition; SH-SY5Y APP 5'UTR-luciferase reporter, luminescence; inhibition, % at 2 µM; actives 0.82% (n = 190,000); AID 1285;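 active = inhibition above a set limit, derived from the sample mean plus 3 SD, cut at about 45% in these data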; also: values of inactives mirror those of a sister screen read the other way
TLR4-MyD88 BLA – TLR4-MyD88 interaction inhibition in cells | actives 0.18% (n = 200,000) | AID 861 | inhibition, % at 8.4 µM | O00206+Q99836 | HeLa CL3-4 TLR4/MyD88 BLA complementation, FRET ratio; in the data active = inhibition above about 25%;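 also: 0% = vehicle and 100% = reference inhibitor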
Target sequence (O00206 whole entry, looked up): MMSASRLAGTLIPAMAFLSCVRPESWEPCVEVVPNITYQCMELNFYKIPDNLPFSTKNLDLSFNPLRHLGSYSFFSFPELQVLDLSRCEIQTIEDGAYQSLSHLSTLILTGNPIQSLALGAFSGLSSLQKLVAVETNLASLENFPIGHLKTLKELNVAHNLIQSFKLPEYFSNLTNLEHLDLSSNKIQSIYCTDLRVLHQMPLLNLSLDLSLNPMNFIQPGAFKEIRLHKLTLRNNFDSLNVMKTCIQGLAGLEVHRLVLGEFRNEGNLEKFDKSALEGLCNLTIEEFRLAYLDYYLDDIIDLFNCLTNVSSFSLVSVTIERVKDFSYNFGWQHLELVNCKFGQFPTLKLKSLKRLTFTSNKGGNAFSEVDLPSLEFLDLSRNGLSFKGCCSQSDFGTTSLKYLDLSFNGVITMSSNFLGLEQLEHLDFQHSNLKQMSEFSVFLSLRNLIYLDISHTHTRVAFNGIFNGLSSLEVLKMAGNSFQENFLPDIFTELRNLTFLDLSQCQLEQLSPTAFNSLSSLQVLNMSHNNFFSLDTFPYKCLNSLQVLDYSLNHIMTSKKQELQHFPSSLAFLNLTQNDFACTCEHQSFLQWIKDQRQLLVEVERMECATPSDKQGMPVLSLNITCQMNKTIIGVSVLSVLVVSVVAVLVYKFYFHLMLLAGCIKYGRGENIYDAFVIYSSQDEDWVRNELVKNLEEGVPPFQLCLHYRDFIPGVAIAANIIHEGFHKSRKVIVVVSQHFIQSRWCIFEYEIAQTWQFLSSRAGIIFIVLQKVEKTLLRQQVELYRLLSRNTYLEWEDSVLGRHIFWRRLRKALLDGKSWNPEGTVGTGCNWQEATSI
Target sequence (Q99836 whole entry, looked up): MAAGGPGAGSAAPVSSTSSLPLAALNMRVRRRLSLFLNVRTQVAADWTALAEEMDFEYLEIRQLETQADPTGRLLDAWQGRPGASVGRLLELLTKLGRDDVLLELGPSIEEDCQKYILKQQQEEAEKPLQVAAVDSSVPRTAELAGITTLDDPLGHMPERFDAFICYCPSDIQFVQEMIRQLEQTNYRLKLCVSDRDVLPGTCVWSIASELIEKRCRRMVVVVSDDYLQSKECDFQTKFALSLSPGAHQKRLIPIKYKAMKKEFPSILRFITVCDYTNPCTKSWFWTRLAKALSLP
Diaph act CS – diaphorase activation or chemical reduction counter-screen | Diaphorase/resazurin coupled assay, resorufin fluorescence, 16 min; hits give high values; 1 = vehicle wells, 0 = NADH-free wells | activation factor at 20 µM | actives 0.005% (n = 190,000);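 active = diaphorase activity raised at least twofold by the compound at 20 µM; inactive = activation factor below 2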
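Test system: Clostridium kluyveri diaphorase, purified enzyme. Buffer or medium: 50 mM HEPES pH 7.4 buffer plus MgCl2 and Tween 20. Also added: 0.114 mM NADH and 0.1 mM resazurin, final amounts. Dosing: compound 20 µM once, DMSO 1%. Schedule: 16 min enzyme reaction, ambient temperature. Detection: fluorescence of resorufin, 544 nm excitation, 590 nm emission.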
STAT3 activator – STAT3 signaling activation. actives 0.91% (n = 190,000). U3A cells, IL-6 STAT3-luciferase reporter, luminescence; 100% = signal with IL-6 EC80 alone. activation (% of control), % at 5.6 µM;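 active = activation above the screen-wide mean of compound activation plus 3 SD, cut at about 130% in these data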;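 also: 0% = background luminescence of wells with medium and substrate only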
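Material: STAT3-luciferase reporter U3A cells; Probe or stimulus: IL-6 (33 ng/mL); Incubation: compound pre-incubation 1 h before IL-6, then 6 h stimulation at 37 °C; Technique: luminescence from STAT3-driven luciferase reporter; Evaluation: % activation versus median of IL-6-stimulated wells; Controls: IL-6-only high control.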
* hit, by the source's call; / = no result given. Compounds as they come; 6.1% or so of the library scored in one or more.

Value order: STAT1 blocker, STAT3 blocker, STAT1 act, Hsp70 act, Diaph inh CS, G6PDH CS, APP transl inh, TLR4-MyD88 BLA, Diaph act CS, STAT3 activator
> Cc1ccc(-c2cc(N)n(-c3ccccc3)n2)cc1
  -60.0, 14.0, 153.5*, 0.2, 10.1, 8.4, -126.4, -6.8, 0.9, 90.9
> Cc1nn(CC(=O)N2CC(=O)Nc3ccccc32)c(C)c1[N+](=O)[O-]
  7.6, 3.1, 93.0, 0.2, 2.7, 2.7, -25.3, -3.7, 1, 104.8
> COc1ccc(/C=N/NC(=O)CN(c2ccc(OC)cc2)S(=O)(=O)c2ccccc2)cc1
  -7.2, 7.2, 105.0, -0.3, 20.1, 6.3, 2.3, 7.3, 0.8, 97.5
> C=CCN1C(=O)NC2(CCCCC2)C1=O
  0.2, 14.6, 101.0, -0.2, 12.8, 6.3, -4.4, 10.7, 0.9, 93.0
> Cc1ccccc1C(=O)Nc1cccc(C#N)c1
  -6.9, -4.5, 104.3, 0.3, 7.5, -5.3, -13.3, 7.0, 0.9, 104.9
> O=C(NN1C(=O)C2C3c4ccccc4C(c4ccccc43)C2C1=O)C1CC1 (centres undefined)
  -1.5, -15.1, 99.4, -0.4, 4.9, 9.1, 3.5, 11.8, 1, 116.1
> c1ccc(-c2cnc(CSc3ncnc4sccc34)o2)cc1
  1.8, 16.9, 98.4, 0.3, 12.5, -1.7, -7.8, 3.0, 0.9, 88.8
> Nc1n[nH]c(-c2cccc([N+](=O)[O-])c2)n1
  -0.8, -5.0, 100.7, 0.0, 13.7, -2.9, -14.0, -4.6, 0.9, 103.2
> Cc1nc2cc(NS(=O)(=O)c3cccc(F)c3)ccc2s1
  0.1, -2.4, 98.3, -0.5, 5.8, 6.0, -11.2, 8.5, 0.9, 104.1
> Cc1ccsc1/C=C1\CCc2ccccc2C1=O
  31.7, 78.2*, 70.7, -0.1, 26.8, 3.8, -138.0, 0.7, 0.7, 34.5
> FC(F)(F)c1ccccc1NC(=S)N1CCc2ccccc2C1
  -2.0, 14.8, 99.9, -0.1, -3.2, 0.6, -16.8, -12.2, 1, 93.0
> COc1cccc(NC(=O)C(C)Oc2ccccc2)c1 (centres undefined)
  -8.8, 6.8, 108.0, -0.4, 4.6, -0.1, -18.3, -0.2, 1, 97.5
> N#Cc1nc(COc2ccccc2)oc1N1CCCCCC1
  2.4, 13.2, 97.9, -0.2, 34.3, 1.3, -10.2, -6.2, 0.7, 96.2
> Cc1nc2sc3c(NCc4ccco4)ncnc3c2c2c1COC(C)(C)C2
  -4.2, 12.7, 103.9, -0.5, 66.2*, 3.2, -12.6, -7.5, 0.3, 91.8
> CN(c1ccc(C(=O)NCCSCc2c(F)cccc2Cl)cc1)S(C)(=O)=O
  -0.3, 15.2, 100.7, 0.2, 17.6, 9.7, -14.9, -3.2, 0.8, 91.8

Further structures.
Value order: STAT1 blocker, STAT3 blocker, STAT1 act, Hsp70 act, Diaph inh CS, G6PDH CS, APP transl inh, TLR4-MyD88 BLA, Diaph act CS, STAT3 activator
> O=C(NCCc1ccccc1)C1CCCN(S(=O)(=O)c2cccc3nonc23)C1 (centres undefined)
  0.5, 5.9, 102.9, 0.3, 12.5, 1.4, -2.0, -2.2, 0.9, 95.0
> OCC#CCSc1nnc(-c2ccncc2)o1
  -1.5, -3.6, 99.8, -0.2, -7.8, 4.5, -1.5, 1.6, 1.1, 106.8
> CCNC(=O)COC(=O)c1ccc(NS(=O)(=O)c2ccc3c(c2)OCCO3)cc1
  9.8, 13.6, 89.4, -0.2, 10.1, 0.8, -8.2, -9.0, 0.9, 96.9
> O=C(Oc1ccc(Cl)c2cccnc12)c1ccco1
  -3.1, 1.4, 104.7, -0.1, -3.5, 7.8, 21.9, 2.3, 1, 98.9
> O=C(O)c1ccc(NC(CSCc2ccccc2F)C(=O)O)c([N+](=O)[O-])c1 (centres undefined)
  1.7, 20.6, 98.5, -0.1, -4.4, 1.6, -17.3, 4.0, 1, 88.4
> Cc1oc(-c2ccc(Cl)cc2)nc1CSCC(=O)NCCCN1CCOCC1
  2.0, 7.5, 98.1, 0.0, 7.4, 5.8, -4.3, 2.6, 0.9, 95.7
> CCOC(=O)Cc1csc(NC(=O)COc2ccc(OC)cc2)n1
  -8.0, 8.8, 107.3, -0.2, 28.1, 12.3, -1.6, -1.7, 0.7, 96.7
> COC(=O)c1c(NC(=O)CSc2nnc(Cn3nnc4ccccc43)n2C)sc(C)c1C
  -5.3, 14.4, 103.2, -0.3, 26.8, 4.2, -0.7, -1.6, 0.7, 91.5
> COc1ccc(C(=O)CSc2nnc(Cc3ccccc3)o2)cc1
  0.2, 8.4, 99.8, -0.4, 7.3, 2.6, 2.5, -4.1, 0.9, 95.9
> O=S(=O)(NCc1cccnc1)c1cccs1
  1.6, 2.9, 98.6, -0.1, 18.1, 5.5, -22.0, -6.3, 0.8, 99.8
> CCOC(=O)c1c(C)[nH]c(N=Nc2ccccc2C)c1C
  -25.2, -0.5, 123.3, 0.3, 26.3, 4.2, -32.0, 1.2, 0.7, 104.3
> O=S(=O)(c1cc(F)cc(F)c1)N1CCN(c2ncccn2)CC1
  9.4, -1.6, 91.5, -0.5, 12.0, 10.1, 6.0, -3.2, 0.9, 103.6
> O=C(c1ccco1)N1CCN(c2ncnc3sc4c(c23)CCC4)CC1
  2.5, 19.4, 97.7, 0.0, 17.7, 1.0, -6.3, 5.2, 0.8, 85.2
> O=C(/C=C/c1ccc(-c2ccccc2)o1)c1ccccc1
  -5.6, 10.5, 105.0, 0.1, 23.9, 22.1, -16.8, 17.4, 0.8, 90.8
> CCc1ccccc1NC(=O)CSc1nnc(-c2ccco2)n1N
  -0.4, 6.7, 100.4, -0.3, 7.1, 7.6, -6.3, -10.1, 0.9, 98.8

Next part.
Value order: STAT1 blocker, STAT3 blocker, STAT1 act, Hsp70 act, Diaph inh CS, G6PDH CS, APP transl inh, TLR4-MyD88 BLA, Diaph act CS, STAT3 activator
> N#Cc1c(-c2ccccc2)nc(N2CCOCC2)[nH]c1=O
  4.1, -1.6, 95.5, -0.1, -1.7, 5.2, 13.9, 5.5, 1, 104.6
> O=C(CCC1CCCCC1)Nc1c2c(nn1-c1ccc(F)cc1)CS(=O)(=O)C2
  2.3, -5.8, 97.9, -0.6, 13.0, 10.7, 6.6, 11.2, 0.9, 108.3
> COc1ccc(C(=O)NNC2=CC(=O)CC(C)(C)C2)cc1OC
  4.4, 10.0, 96.0, -0.3, 0.1, 12.2, 4.4, 4.9, 1, 90.7
> S=C(Nc1ccc(Br)cc1)N1CCn2cccc2C1c1cccnc1 (centres undefined)
  8.7, 11.7, 92.0, -0.2, 11.3, -1.5, 1.4, 3.9, 0.9, 97.0
> CC(=O)c1cccc(S(=O)(=O)NC2CCCCCC2)c1
  -3.6, -1.2, 103.2, -0.5, 7.3, -5.5, -4.9, 4.2, 0.9, 101.3
> CCCSc1nsc(NC(=O)CCC)n1
  -34.0, 27.6, 131.0*, 0.1, -7.8, -0.9, -193.9, -0.7, 1.1, 78.9
> Cc1cc2cc(CCNC(=O)c3ccc(Br)o3)c(=O)[nH]c2cc1C
  -2.2, 3.7, 102.0, -0.4, 33.8, 8.6, 5.0, -6.4, 0.7, 100.1
> O=C(NC1=NCCS1)c1ccc(Cl)c(S(=O)(=O)N2CCCCC2)c1
  -0.6, 2.2, 100.5, -0.2, 24.4, 2.1, /, -9.8, 0.8, 96.9
> COc1ccc(S(=O)(=O)NC(N)=NCCc2ccccc2)cc1
  -3.2, 0.3, 101.0, -0.1, 3.6, 3.8, -4.6, 6.7, 1, 105.4
> COc1ccccc1N1CCN(CC(=O)N2N=CCC2c2ccccc2)CC1 (centres undefined)
  -2.3, -0.8, 102.0, -0.1, 10.1, 4.9, 7.4, 18.7, 0.9, 99.8
> COc1ccccc1-n1cnc2c(c1=O)c1nc3ccccc3nc1n2-c1ccc(C)cc1
  -6.6, 11.8, 105.9, -0.3, 4.1, 2.4, 6.7, -21.9, 1, 90.9
> Cc1nc(NC(=O)/C=C/c2ccco2)sc1C
  -49.2, 44.9*, 143.5*, 0.1, 15.8, -2.0, -96.3, 3.1, 0.8, 63.8
> Cc1ccc(C2=C(c3ccc([N+](=O)[O-])cc3)C(=O)OC2)cc1C
  7.0, 4.0, 92.2, -0.3, 12.2, 10.5, 15.6, -13.5, 0.9, 102.5
> Cc1ccc(-n2nnnc2SCn2nnc3ccccc3c2=O)c(C)c1
  20.9, 52.9*, 80.8, -0.2, 19.9, -0.4, -21.4, 14.2, 0.8, 58.3
> Cc1cccc(N2CCN(C3=NC(=O)C(Cc4ccccc4)S3)CC2)c1 (centres undefined)
  0.0, -3.7, 100.0, -0.3, 13.8, 9.7, -5.1, 3.9, 0.9, 108.3

(listing goes on)
Value order: STAT1 blocker, STAT3 blocker, STAT1 act, Hsp70 act, Diaph inh CS, G6PDH CS, APP transl inh, TLR4-MyD88 BLA, Diaph act CS, STAT3 activator
> COCCn1c(=NC(=O)c2ccc(S(=O)(=O)N3CCc4ccccc4C3)cc2)sc2cc(OC)ccc21
  7.5, 7.8, 95.0, -0.3, 6.9, -8.8, 16.0, -3.7, 0.9, 91.9
> O=C(O)CCCC(=O)NCc1ccccn1
  -10.4, -3.0, 109.5, -0.2, 8.5, 4.1, 4.3, 3.0, 0.9, 106.2
> Cc1cccc(C2CC(c3ccc(F)cc3)Nc3nc(N)nn32)c1 (centres undefined)
  /, /, /, /, 22.6, 2.3, -0.9, /, 0.8, /
> CC1(C)N([O-])C(c2ccccc2)=C[N+](=O)C1(C)C
  2.7, -4.2, 97.6, 0.2, 7.1, 6.7, -3.5, 5.5, 0.9, 103.6
> CC(C)CC(=O)Nc1ccc(N2CCOCC2)cc1
  12.1, 7.5, 84.8, -0.3, 9.8, 7.6, /, 16.0, 0.9, 93.8
> O=C(CSc1nncs1)NC1CCCc2ccccc21 (centres undefined)
  -7.5, -0.2, 108.8, -0.1, 19.6, 10.5, -10.4, -4.0, 0.8, 104.5
